Assay outcomes from PubChem BioAssay.
aDG glyco up = alpha-DG glycosylation activation; Pro5-aDG cells, alpha-DG glycosylation AlphaScreen (IIH6); 0% Pro5, 100% B10-LARGE cell signal; activation, % at 10 µM; hit rate 0.22% among 360,000; AID 624168;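 active = activation of at least 8% versus controls, or a plate z-score of at least 8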;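 note: Pro5 are CHO cells carrying HIG-tagged alpha-DG that lacks glycosylation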
CaV13 FRET inh = Disruptors of the CACNA1D IQ motif to Ca2+-dependent inactivation inhibitor domain association, primary screening, Förster resonance energy transfer in intact living …; HEK cells, CFP/YFP FRET ICDI-IQ, plate reader, 10 min; percent FRET-ratio fall versus neutral wells; inhibition, % at 12.3 µM; hit rate 0.098% among 340,000; AID 743397;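 active = mean replicate inhibition of at least 30% and at least 1% of replicates passing that level; inconclusive = only one of the two criteria is met; inactive = neither criterion is met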;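 note: 0% = median of the neutral control wells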
Granule exo inh = lytic granule exocytosis inhibition; TALL-104 LAMP-1 surface exposure, flow cytometry; cells stimulated with thapsigargin and PMA; inhibition, % at 10 µM; hit rate 0.66% among 360,000; AID 651702;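 active = inhibition above about 55%, limit read from the data; inconclusive = no clear call, values can overlap the other calls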
Vif imaging = HIV Vif inhibition; HEK293T cells, Vif self-association by quenched fluorescence, imaging, 24 h; hit rate 0.35% among 340,000; inhibition, % at 7.49 µM; in the data active = inhibition above about 50%, passing the limit was not always enough; inconclusive = no clear call, values can overlap the other calls; inactive = below about 31%; note: some results filed as inactive read as strong as hits
HTR2A ag = activates the mouse 5-HT2A serotonin receptor. P35363. CHO-K1 mHTR2A beta-arrestin complementation, luminescence; percent of 30 µM serotonin response. activation, % at 7.6 µM. hit rate 0.66% among 360,000. AID 624169;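 active = activation above a run cutoff, the mean activation of all tested compounds plus 3 SD, cut at about 14% in these data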;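 note: 0% = plate median of compound wells and 100% = 30 µM serotonin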
Target sequence (P35363 whole entry, looked up): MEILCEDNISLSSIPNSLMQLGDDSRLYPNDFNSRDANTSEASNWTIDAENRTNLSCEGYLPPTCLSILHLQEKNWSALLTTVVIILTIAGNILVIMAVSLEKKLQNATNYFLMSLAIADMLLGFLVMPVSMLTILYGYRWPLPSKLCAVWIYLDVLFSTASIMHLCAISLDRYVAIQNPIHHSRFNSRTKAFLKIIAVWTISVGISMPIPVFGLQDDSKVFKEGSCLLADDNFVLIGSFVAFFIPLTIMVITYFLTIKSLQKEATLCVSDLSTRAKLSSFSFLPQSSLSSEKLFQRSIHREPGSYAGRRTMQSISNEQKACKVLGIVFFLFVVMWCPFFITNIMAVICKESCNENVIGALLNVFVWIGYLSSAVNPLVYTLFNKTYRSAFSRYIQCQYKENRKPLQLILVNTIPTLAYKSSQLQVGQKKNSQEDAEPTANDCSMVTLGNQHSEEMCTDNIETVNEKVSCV
Glyco luc inh = blocks N-linked glycosylation in D54 reporter cells; D54 ERlucT glycosylation luciferase reporter, 24 h; percent of 100 nM tunicamycin response; reporter increase, % at 12.5 µM; hit rate 0.23% among 360,000; AID 588692;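 active = mean luciferase reporter signal, scaled so untreated is 0 and the glycosylation-blocking control 100, at or above a set limit in every replicate; inconclusive = mean reaches the limit but not every replicate does; inactive = mean below the limit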;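 note: luciferase carries N-glycosylation sites so blocking glycosylation raises the light; 0% = median of neutral control wells and 100% = median of 100 nM tunicamycin wells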
ABCB6 inh MLPCN = inhibitors of human ABC transporter ABCB6; fluorescence ratio to DMSO, % at 10 µM; K562-ABCB6 porphyrin accumulation, flow cytometry, 1 h; stronger effect = lower value; hit rate 0.19% among 360,000; Q9NP58;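 active = fluorescence ratio to DMSO below 75%, the collection mean minus 3 SD; inconclusive = too few cells collected in the well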;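 note: signal is porphyrin accumulated inside mitochondria; 100% equals median channel fluorescence of DMSO control wells; lower ratio means ABCB6 inhibition with less porphyrin fluorescence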
iPSC survival up = enhancers of human iPSC single-cell survival | hiPSC single-cell survival, ATPlite luminescence; 100% = ROCK inhibitor wells, 0% = DMSO | survival enhancement, % at 20 µM | hit rate 0.044% among 360,000 | AID 602274; in the data active = survival enhancement above about 18%;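 note: cells exposed to compounds for 16 hours before the ATP read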
PDI inh = PDI (human) enzyme inhibition; PDI insulin aggregation turbidity, A650, 90 min; inhibition, % at 10 µM; hit rate 0.052% among 350,000;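 active = mean inhibition across replicates of 30% or more, whatever share of single replicates reach that level; inconclusive = mean inhibition below 30% while every single replicate reaches 30%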;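 note: absorbance from insulin aggregation driven by PDI reduction with DTT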
Target sequence (P07237 whole entry, looked up): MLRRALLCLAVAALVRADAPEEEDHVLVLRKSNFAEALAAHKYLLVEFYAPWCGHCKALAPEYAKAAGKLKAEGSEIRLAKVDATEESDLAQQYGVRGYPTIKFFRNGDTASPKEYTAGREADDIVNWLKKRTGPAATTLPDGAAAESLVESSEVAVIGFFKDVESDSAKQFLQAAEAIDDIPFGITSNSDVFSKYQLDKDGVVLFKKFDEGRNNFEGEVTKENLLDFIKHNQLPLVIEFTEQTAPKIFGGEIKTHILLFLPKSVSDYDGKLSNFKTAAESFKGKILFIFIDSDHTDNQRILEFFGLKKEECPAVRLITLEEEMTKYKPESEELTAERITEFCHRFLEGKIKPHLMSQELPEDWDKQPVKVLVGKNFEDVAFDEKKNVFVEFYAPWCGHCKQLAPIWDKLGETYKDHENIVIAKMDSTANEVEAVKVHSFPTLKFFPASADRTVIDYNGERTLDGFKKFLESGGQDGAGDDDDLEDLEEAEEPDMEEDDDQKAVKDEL
H9c2 protect = myocardial damage modulation in H9c2 cells; H9c2 cardiomyocytes, H2O2 injury protection, ATPLite, 2 h; protection from H2O2 cell death, % at 20 µM; hit rate 0.63% among 360,000;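 active = compounds giving at least 50% protection of heart cells from peroxide-induced death in the single-dose screen, raw or plate-pattern-corrected value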;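 note: 0% = DMSO wells with peroxide and 100% = DMSO wells without peroxide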
* = called active by the depositor; ? = inconclusive; nt = not tested or not shown.

cpd	Structure	aDG glyco up	CaV13 FRET inh	Granule exo inh	Vif imaging	HTR2A ag	Glyco luc inh	ABCB6 inh MLPCN	iPSC survival up	PDI inh	H9c2 protect
1	Cc1ccsc1C(=O)OCC(=O)N1CCN(c2ccccc2)CC1	0.0	-7	2	3	0	0	93	1.4	2	14
2	Cc1cccc(C(=O)NCC(c2cccs2)N2CCOCC2)c1 (configuration not stated)	-0.1	-11	2	8	2	1	102	-0.4	-2	2
3	COc1ccc(N(C)C(=O)c2cnc(N3CCN(c4ncccn4)CC3)c3ccccc23)cc1	0.1	-4	3	-19	-1	0	89	0.4	-1	-2
4	O=C(Cn1nc(-c2ccccc2)ccc1=O)N1CCCCC1	0.1	-5	0	-6	6	-2	98	0.0	1	4
5	CC(=O)OC1COC(N2CCc3cc(Br)c([N+](=O)[O-])cc32)C(OC(C)=O)C1OC(C)=O (configuration not stated)	0.7	-5	14	6	-3	1	97	2.6	0	4
6	Cc1ccc(N2C(=O)CN(Cc3cccs3)C2=S)cc1C	0.1	-6	6	3	0	1	99	0.6	2	-9
7	O=C(CN1C(=O)CCC1=O)Nc1nc2c(F)cc(F)cc2s1	-0.4	-9	14	-8	-4	0	99	0.7	nt	-1
8	NC(=O)c1c(NC(=O)CSc2nc3c(c(C(F)(F)F)n2)CCc2ccccc2-3)sc2c1CCCC2	-0.1	-8	-3	9	-4	2	92	1.5	-5	-8
9	COCCNC(=O)CSc1nc2ccc(N3CCOCC3)cc2c(=O)n1CCc1ccccc1	-0.2	-6	-4	2	-5	0	94	-1.7	-1	4
10	O=C(NCCCCNC(=O)c1cccnc1Cl)c1cccnc1Cl	-0.7	-2	-1	3	-5	0	95	-0.2	2	4
11	O=S(=O)(c1ccc(Br)s1)N1CCC2(CC1)OCCO2	0.2	-2	-1	-2	2	0	101	-0.2	-3	-2
12	Cn1c(SCC(=O)NCc2ccco2)nnc1-c1ccc(S(=O)(=O)N2CCOCC2)cc1	-0.1	-6	-1	-1	-1	3	98	-0.9	0	-2
13	Cc1cc(N)nc2nc(C(F)(F)F)nn12	0.1	4	0	-3	-1	1	93	-0.6	6	0
14	CC(=O)Nc1ccc(NC(=O)c2c(C)nc3ccccn23)cc1	0.1	nt	2	-1	1	2	99	-0.8	-6	3
15	CNc1nc(C)c(C#N)cc1C(C)=O	-0.3	-5	-2	nt	4	1	100	-0.9	2	5
16	O=c1[nH]c2ccc(N=Cc3c(O)ccc4cc(Br)ccc34)cc2[nH]1	0.0	-2	-2	-6	4	0	192	-0.3	-1	24
17	Cc1cc[n+](-c2[nH]c(=O)sc2/C=N/N=C(\[O-])CCn2c3ccccc3c3ccccc32)cc1	-0.1	-19	-16	4	2	0	99	-0.4	-8	3
18	Cn1ccc(C(=O)OCC(=O)Nc2cccc3ccccc23)n1	-0.1	-7	0	7	0	4	96	-0.7	-4	5
19	C=CCNC(=O)c1onc(CSc2ccc(F)c(F)c2)c1C(=O)O	-0.3	-5	13	-1	5	4	96	2.1	-4	4
20	CNC(=O)c1c(NC(=O)c2ccco2)sc2c1CCCC2	-0.1	-9	-1	-6	-2	1	97	0.3	-13	2

(listing goes on)
cpd	Structure	aDG glyco up	CaV13 FRET inh	Granule exo inh	Vif imaging	HTR2A ag	Glyco luc inh	ABCB6 inh MLPCN	iPSC survival up	PDI inh	H9c2 protect
21	Cc1ccc(S(=O)(=O)Nc2cccc(C(=O)NCC3(N4CCCCC4)CCCCC3)c2)cc1F	-0.2	-6	1	5	-14	-2	102	0.6	-6	1
22	Cc1ccc(S(=O)(=O)N2CCN(C(=O)CSc3nc4ccccc4c(=O)[nH]3)CC2)c(C)c1	0.2	-5	-3	-2	1	1	98	-2.6	1	46
23	COC(=O)c1ccccc1NC(=O)CSc1nncn1-c1cccnc1	0.0	-3	-1	6	10	-1	100	-0.7	1	6
24	O=C(Cc1ccc(-c2ccccc2)cc1)NNC(=S)NCc1ccco1	1.2	-4	1	-4	-5	0	100	-0.3	4	-7
25	O=C1c2cc(Br)ccc2N(Cc2ccc(Br)cc2)S(=O)(=O)C1c1cc(Cl)c(Cl)cc1[N+](=O)[O-] (configuration not stated)	-0.4	nt	-5	5	5	-1	101	0.4	-6	8
26	CCCCCC[n+]1c(-c2ccccc2)csc1Nc1ccccc1	-0.2	1	-1	5	-2	-6	97	0.3	-4	-14
27	CCN1C(=O)/C(=C\c2ccc(F)cc2)N=C1SCC(=O)NCc1ccco1	0.2	-5	2	2	5	1	100	-1.0	-15	-9
28	COC(=O)COc1ccc(S(=O)(=O)Nc2ccc3c(c2)OCO3)cc1	0.0	-8	0	20	2	1	103	-0.8	-3	-12
29	Cc1cc2oc(=O)c3c(c2cc1OCc1nn[nH]n1)CCCC3	-0.2	-6	1	-8	7	0	98	2.4	-8	5
30	CCOc1cc(/C=C2/SC(=S)N(Cc3ccccc3)C2=O)ccc1O	-0.1	-6	-9	-5	-8	2	233	-0.8	13	-12
31	Cc1cc(C)c(C)c(S(=O)(=O)NCc2ccc(C(=O)N3CCCCC3)cc2)c1C	-0.1	2	2	-6	-4	0	90	0.1	-1	6
32	COC(=O)c1ccccc1S(=O)(=O)NC(=O)c1ccccc1	-0.1	-5	-1	0	3	-2	96	3.9	9	12
33	CCCCn1nc(C(=O)N2CCN(S(=O)(=O)c3ccccc3)CC2)c2ccccc2c1=O	0.0	-7	-6	-8	-1	0	98	-0.4	5	2
34	CCOC(=O)c1sc(C)c2c(=O)n(CCc3ccccc3)nnc12	0.0	-5	0	-1	1	3	98	-0.6	5	9
35	CC1CCN(CCCNC(=O)C2CCN(S(=O)(=O)N3CCCCC3)CC2)CC1	-0.4	-5	7	17	1	-2	104	1.3	1	-1
36	CN(C)c1ccc(C2CNC(c3ccc(Cl)c([N+](=O)[O-])c3)c3[nH]c4ccccc4c32)cc1 (configuration not stated)	-0.5	-16	-2	-9	-6	-3	98	0.0	1	7
37	CCCC(=O)c1cc(F)c(N2CCN(CCC#N)CC2)cc1C	0.5	-5	-4	1	-3	0	82	2.9	-4	0
38	COc1ccc(NC(=O)Cn2nnc(-c3ccccc3NC(=O)c3cccs3)n2)cc1	-0.4	-6	-1	16	10	7	103	5.2	-39	-7
39	COc1ccccc1NC(=O)C1CCC(CNc2c(N3CCCCC3)c(=O)c2=O)CC1 (configuration not stated)	0.0	-5	0	-7	0	0	89	-0.8	-2	0
40	COC(=O)[C@@H](Cc1ccccc1)NC(=O)CC[C@H]1O[C@@H](n2cc(C)c(=O)[nH]c2=O)C[C@@H]1O	-0.1	-5	0	-2	-3	1	101	-2.2	0	4

As entered above:
Result for no. 24 in PDI inh: 4
Result for no. 27 in H9c2 protect: -9
Result for no. 36 in PDI inh: 1

Additional results:
cpd	Structure	aDG glyco up	CaV13 FRET inh	Granule exo inh	Vif imaging	HTR2A ag	Glyco luc inh	ABCB6 inh MLPCN	iPSC survival up	PDI inh	H9c2 protect
41	Cc1ccc(Cn2cnc3ccccc32)cc1C	0.3	-2	-1	-6	0	-2	98	1.0	-6	-11
42	N#Cc1ccc(CSc2nnc(NC(=O)C3CCCO3)s2)cc1 (configuration not stated)	-0.1	-5	1	-4	8	0	103	0.4	3	0
43	CC(=O)Nc1nnc([N+](=O)[O-])s1	2.3	-6	2	7	3	3	94	-1.9	-1	2
44	Cc1nc2ncnn2c(N2CCN(C(c3ccccc3)c3ccccc3)CC2)c1C	0.1	-3	2	2	-3	-3	100	-1.9	0	-6
45	C[C@@H]1NC(=O)c2cc([N+](=O)[O-])cc(I)c2NCC[C@@H](C(N)=O)NC(=O)[C@H](CC(N)=O)NC1=O	-0.1	nt	38	-11	2	0	102	-2.0	-1	5
46	CC(C)NCCOCCOc1ccc(Cl)cc1Br	0.3	-4	1	0	-5	-3	98	2.9	-1	7
47	O=c1nc(Nc2ccc(Br)cc2)sc2ccc([N+](=O)[O-])cc12	-0.3	-3	-5	?	-8	-2	95	-0.6	1	-5
48	CC(C)N(C(=O)[C@H]1CC(CC(=O)NCc2cccc(C(F)(F)F)c2)C(=O)N2CCc3c([nH]c4ccccc34)[C@]12C)C(C)C (some centres not stated)	0.1	-13	9	nt	-5	-7	104	-2.4	0	9
49	O=C(Oc1ccc(NC2=NS(=O)(=O)c3ccccc32)cc1)c1cccnc1	0.1	-4	8	0	-4	2	93	-1.8	-3	-1
50	C=CCN(CC(=O)O)S(=O)(=O)c1ccccc1C(F)(F)F	0.3	-6	1	4	-1	-1	99	-0.3	1	10

A draw from above in order of heavy-atom count, descending:
cpd	Structure	aDG glyco up	CaV13 FRET inh	Granule exo inh	Vif imaging	HTR2A ag	Glyco luc inh	ABCB6 inh MLPCN	iPSC survival up	PDI inh	H9c2 protect
48	CC(C)N(C(=O)[C@H]1CC(CC(=O)NCc2cccc(C(F)(F)F)c2)C(=O)N2CCc3c([nH]c4ccccc34)[C@]12C)C(C)C (some centres not stated)	0.1	-13	9	nt	-5	-7	104	-2.4	0	9
45	C[C@@H]1NC(=O)c2cc([N+](=O)[O-])cc(I)c2NCC[C@@H](C(N)=O)NC(=O)[C@H](CC(N)=O)NC1=O	-0.1	nt	38	-11	2	0	102	-2.0	-1	5
42	N#Cc1ccc(CSc2nnc(NC(=O)C3CCCO3)s2)cc1 (configuration not stated)	-0.1	-5	1	-4	8	0	103	0.4	3	0

Filtered by structure, the entries above with a cyano group.
cpd	Structure	aDG glyco up	CaV13 FRET inh	Granule exo inh	Vif imaging	HTR2A ag	Glyco luc inh	ABCB6 inh MLPCN	iPSC survival up	PDI inh	H9c2 protect
15	CNc1nc(C)c(C#N)cc1C(C)=O	-0.3	-5	-2	nt	4	1	100	-0.9	2	5
37	CCCC(=O)c1cc(F)c(N2CCN(CCC#N)CC2)cc1C	0.5	-5	-4	1	-3	0	82	2.9	-4	0
42	N#Cc1ccc(CSc2nnc(NC(=O)C3CCCO3)s2)cc1 (configuration not stated)	-0.1	-5	1	-4	8	0	103	0.4	3	0
